Screens from PubChem BioAssay.
HePTP inhibitor – inhibitors of human HePTP phosphatase, primary screen, biochemical, absorbance, leukemia target; recombinant HePTP phosphatase activity, OD absorbance; inhibition, % at 20 µM; actives 0.64% (n = 110,000); Tyrosine-protein phosphatase non-receptor type 7 (Homo sapiens), P35236; AID 521, 2006; in the data active means inhibition above about 50%;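 further: plate controls were vehicle for no effect and reference inhibitor for full effect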
Target sequence (P35236 whole entry, looked up): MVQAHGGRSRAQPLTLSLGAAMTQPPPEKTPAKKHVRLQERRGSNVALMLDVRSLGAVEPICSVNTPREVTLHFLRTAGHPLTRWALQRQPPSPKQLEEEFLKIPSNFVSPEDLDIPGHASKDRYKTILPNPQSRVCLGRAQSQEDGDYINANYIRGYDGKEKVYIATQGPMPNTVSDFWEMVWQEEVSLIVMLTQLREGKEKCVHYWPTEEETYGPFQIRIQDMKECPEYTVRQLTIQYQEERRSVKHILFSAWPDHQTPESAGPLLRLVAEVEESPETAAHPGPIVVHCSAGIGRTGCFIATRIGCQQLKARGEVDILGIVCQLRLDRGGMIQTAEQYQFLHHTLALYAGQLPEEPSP
BAP1 inh – inhibitors of BAP1 deubiquitinase, primary screen, biochemical, Ub-AMC fluorescence, kinetic; recombinant BAP1, Ub-AMC hydrolysis fluorescence kinetic; active compounds read low; AID 436, 2006; activity remaining (% of control), % at 20 µM; actives 0.48% (n = 72,000);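 active means activity remaining at or below 50% of control, provided the compound also passes the data quality filters; inactive means the rest, including low values that fail the filters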;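 further: 100% = DMSO wells rate and 0% = substrate alone blank rate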
An asterisk follows results filed as active; . = no result given; & = joins results of further samples.

SMILES	HePTP inhibitor	BAP1 inh
O=C(O)CC(NCc1ccco1)C(=O)OCCc1ccccc1 (stereo not drawn)	9	141
Cc1cc(OCC(=O)Nc2ccc(Br)cn2)cc(C)c1Cl	-7	.
Nc1c(C(=O)c2ccccc2)oc2ccc(Br)cc12	4	71
COc1cc(-c2nnc3sc(-c4ccccn4)nn23)cc(OC)c1OC	-9	109
CC(=O)c1ccc(NC(=O)CSC(C)C)cc1	6	98
CC(=O)OC(/C(O)=C(\C#N)c1nc2ccccc2[nH]1)c1ccccc1 (stereo not drawn)	2	89
CCCCn1nnnc1SCC(=O)Nc1ccc(C)cc1	9	107
CC1(C)O[C@@H]2C[C@H]3[C@@H]4CCC5=CC(=O)C=C[C@]5(C)[C@@]4(F)[C@@H](O)C[C@]3(C)[C@]2(C(=O)CO)O1	-3	157
CCC(=O)Nc1cccc(NC(=O)c2ccc(Cl)c(Cl)c2)c1	6	.
CCOC(=O)c1sc(NC(=O)COc2ccc(C)cc2C)c(C(=O)OCC)c1C	9	.
Cc1cc(=O)[nH]c(COc2ccccc2)n1	4	77
CCOC(=O)C(CCCOc1ccc(C)cc1C)C(=O)OCC	-17	.
c1ccc(Cn2nnc3c(N4CCc5ccccc54)ncnc32)cc1	2	.
Cc1ccc(CNC(=O)C2CCCN(S(=O)(=O)c3cccnc3)C2)cc1 (stereo not drawn)	3	87
CCOC(=O)c1c(C)c(C(=O)NCc2ccccn2)c(C)n1C	7	85
Cc1ccc(-c2csc(NC(=O)c3cccc(Oc4ccccc4)c3)n2)cc1	.	109
Cc1cccc(NC(=O)c2sc3ccccc3c2Cl)c1C	4	.
Fc1cccc(-c2nnc3ccc(C(F)(F)F)cn23)c1	-4	.
O=C(Nc1cccnc1)c1cccc(C(=O)Nc2cccnc2)c1	7	.
O=C(Nc1ccc2oc(-c3ccc(Cl)cc3Cl)nc2c1)c1ccc(Br)o1	0	.
O=C(c1ccco1)N1CCN(S(=O)(=O)c2ccc(Br)s2)CC1	7	66
COCCNCCOCCOc1cccc(OC)c1	10	89
O=C(CCNS(=O)(=O)c1cccs1)Nc1ccccc1F	-1	86
CC(C)Oc1ccc(N2CC(C(=O)Nc3nccs3)CC2=O)cc1 (stereo not drawn)	.	136
COc1ccc(CNc2nc(SCC(=O)NCc3ccco3)nc3ccccc23)cc1	2	70

Another view of part of the listing above.
structure: CCOC(=O)c1c(C)c(C(=O)NCc2ccccn2)c(C)n1C
- HePTP inhibitor: 7
- BAP1 inh: 85

structure: Cc1ccc(-c2csc(NC(=O)c3cccc(Oc4ccccc4)c3)n2)cc1
- HePTP inhibitor: .
- BAP1 inh: 109

structure: Cc1cccc(NC(=O)c2sc3ccccc3c2Cl)c1C
- HePTP inhibitor: 4
- BAP1 inh: .

structure: Fc1cccc(-c2nnc3ccc(C(F)(F)F)cn23)c1
- HePTP inhibitor: -4
- BAP1 inh: .

The results go on:
SMILES	HePTP inhibitor	BAP1 inh
C/C(=N\NC(=O)c1cc(-c2ccccc2)n[nH]1)c1ccc([N+](=O)[O-])cc1	-6	.
Cc1cc(=O)c2cc(Cl)ccc2[nH]1	3	109
COCCNC(=O)C(c1ccc(C)o1)N(Cc1ccccc1)C(=O)Cn1nnc2ccccc21 (stereo not drawn)	1	95
N#Cc1cn(CCOc2ccccc2F)c2ccccc12	-12	102
O=C(CSCc1cnn(-c2ccccc2)c1-n1cccc1)NCCN1CCOCC1	1	112
COc1ccccc1N1CCN(C(=O)CN(c2ccc(C)cc2)S(=O)(=O)c2ccc(F)cc2)CC1	5	.
CCOC(=O)c1cc2n(n1)C(C(F)(F)C(F)(F)F)CC(C)N2 (stereo not drawn)	5	125
COc1cc(NC(=O)COc2cc(C)ccc2C(C)C)ccc1NC(=O)c1ccco1	-7	.
Cc1cc(NC(=O)CN2C(=O)S/C(=C\c3ccccc3)C2=O)no1	-6	.
N=c1nc(N)nc2n1NC(c1ccc(F)cc1)=CS2	-5	116
CC1(C)C(=O)C2(C(=O)NCc3ccccc3)CCC1C2 (stereo not drawn)	12	54
Cc1nc2ccccn2c1-c1nnco1	-5	99
COc1ccccc1N1CCN(C(=O)CSc2nc(C)c(Cc3ccccc3)c(=O)[nH]2)CC1	12	80
O=C(NCc1ccccc1)c1cc(-c2cccs2)on1	5	96
CSc1nnc2c(n1)OC1(CCCCC1)Nc1ccccc1-2	-6	.
c1ccc(-c2cc(-c3nnc4sc(-c5ccccn5)nn34)[nH]n2)cc1	5	68
CCCCOC(=O)c1ccc(NC(=O)c2cc(I)ccc2Cl)cc1	0	.
O=C(Nc1ccccc1Br)C1CC(=O)N(c2ccccc2)C1 (stereo not drawn)	3	.
CNC[C@H](O)c1ccc(O)c(O)c1	.	83
COC(=O)C1=C(C)NC(C)=C(C(=O)OC)C1c1cn(-c2ccccc2)nc1-c1ccco1	-6&6	.
CCOc1ccc(N2C(=O)/C(=C/c3ccc(I)o3)C(=O)NC2=S)cc1	103*	.
CCOc1ccc(NC(=O)c2ccc(C#CC(C)(C)O)cc2)cc1	3	.
N#Cc1c(Nc2ccccc2)c(C=NCCN2CCOCC2)c[nH]c1=O	-3	97
CCCCCSc1nc2c(c(=O)[nH]c(=O)n2C)n1CC	-12	91
O=C(NCC(=O)N(CC1CCCO1)C(C(=O)NC1CCCC1)c1ccc(F)cc1)c1ccco1 (stereo not drawn)	-5	101

By substructure, the compounds so far with a CF3 group.
SMILES	HePTP inhibitor	BAP1 inh
Fc1cccc(-c2nnc3ccc(C(F)(F)F)cn23)c1	-4	.
CCOC(=O)c1cc2n(n1)C(C(F)(F)C(F)(F)F)CC(C)N2 (stereo not drawn)	5	125

Remaining list, next part.
SMILES	HePTP inhibitor	BAP1 inh
CN1CCN(CP(=O)(N2CCOCC2)N2CCOCC2)CC1	1	111
O=C(NCc1ccc2c(c1)OCO2)C1CCN(c2ncccn2)CC1	11	86
C=CCN1C(=O)/C(=C\c2ccc(-c3ccc(F)c(Cl)c3)o2)SC1=S	9	.
COC(=O)C1CCC(c2ccccc2)CC1 (stereo not drawn)	13	.
COc1ccc(N/C=C(\C#N)c2nc3ccccc3n2C)c(OC)c1	5	57
CC(=O)Oc1ccc2c(C)cc(=O)oc2c1C	1	.
COc1ccc(C2CC(=O)c3c(C)nc(N4CCN(Cc5ccccc5)CC4)nc3C2)cc1OC (stereo not drawn)	-4	83
CCOc1cc(OCC)cc(C(=O)Nc2ccc(C)cc2[N+](=O)[O-])c1	4	.
CCC(C)C(NC(=O)c1ccccc1NC(=O)c1ccc(OC)cc1)C(=O)NCc1ccco1 (stereo not drawn)	0	82
CCOC(=O)c1c(NC(=O)C(C)Oc2ccc(OC)cc2)sc2c1CCC(C)C2 (stereo not drawn)	5	130
O=C(COC(=O)C1CCC1)Nc1ccc(OC(F)F)cc1	6	97
CCN(c1ccccc1)S(=O)(=O)c1ccc(F)c(C(=O)O)c1	0	91
COc1cccc(C(C2C(=O)CC(C)(C)CC2=O)C2C(=O)CC(C)(C)CC2=O)c1	.	71
O=[N+]([O-])c1ccc(-c2nc(Cc3ccccc3)no2)cc1	-3	.
COc1ccc(S(=O)(=O)NCCSc2ccc(C)cc2)cc1OC	-16	95
COc1ccc(OC)c(N2C(=O)NC(=O)C(=Cc3cccs3)C2=O)c1	6	.
C=C(C)Cn1c(-c2ccccc2)nc2ccccc21	2	88
CC(C)CN(CC(C)C)C(=O)/C=C/c1ccccc1	35	.
COCCSc1nc2sc3c(c2c(=O)n1-c1ccccc1)CCN(C)C3	5	.
Cc1ccc(C)c(Nc2nc(-c3ccncc3)nc3ccccc23)c1	-6	.
O=C1/C(=C\c2cccs2)CC2CC1C/C(=C/c1cccs1)C2=O	6	.
COCc1cccc(N2C(=O)c3cccc([N+](=O)[O-])c3C2=O)c1	4	.
O=S1(=O)CCC(NC(=S)N/N=C/c2ccc(-c3ccc(Br)cc3)o2)C1 (stereo not drawn)	-4	.
CCn1nc(C)c(/C=C2\CCCC3=C2OC(N)=C(C#N)C3c2c(C)nn(CC)c2C)c1C (stereo not drawn)	10	87
COc1ccc(OC)c(N(CC(=O)Nc2ccc(C)cc2C)S(C)(=O)=O)c1	-2	.

Structural class, the entries above containing a COOH group (2)
SMILES	HePTP inhibitor	BAP1 inh
O=C(O)CC(NCc1ccco1)C(=O)OCCc1ccccc1 (stereo not drawn)	9	141
CCN(c1ccccc1)S(=O)(=O)c1ccc(F)c(C(=O)O)c1	0	91

The listing continues.
SMILES	HePTP inhibitor	BAP1 inh
Cc1ccc(C(=O)c2ccc(N3CCCCC3)c(F)c2)cc1C	.	97
Cc1nnc(SCC(=O)Nc2cccc(C(F)(F)F)c2)[nH]c1=O	8	111
CCC1CCCCN1C(=O)c1cc(-c2ccc(Cl)c(Cl)c2)on1 (stereo not drawn)	-2	83
COc1ccc(Cc2nnc(NC(=O)c3ccco3)s2)cc1OC	.	98
O=[N+]([O-])c1cc(N[C@@H]2O[C@H](CO)[C@@H](O)[C@H](O)[C@@H]2O)ccc1Cl	12	.
CCN(CC)C(=O)CSc1nnc(-c2cc(OC)cc(OC)c2)o1	1	88
CC(=O)CC1(O)C(=O)N(CN2CCN(c3ccccc3)CC2)c2ccccc21 (stereo not drawn)	8	99
COc1cccc(-c2nc(NCC3CCCO3)c3ccccc3n2)c1O (stereo not drawn)	9	136
C=CCc1cc(/C=C2/C(=O)NC(=O)N(c3ccc(OC)cc3)C2=O)cc(OC)c1O	-4	.
COc1ccc(-c2noc(-c3cccc(Br)c3)n2)cc1	-1	.
COC(=O)C1=C(C)N2C(=O)CSC2=NC1c1ccc2c(c1)OCO2 (stereo not drawn)	5&-5	108
COc1cc(C)nc(Oc2ccc(OCc3ccccc3)nn2)n1	0	.
COC(=O)C1=C(C)NC(C)=C(C(=O)OC)C1/C=C/c1ccccc1	-7	.
Cc1ccc2[nH]c(=O)c(COC(=O)C3CCCO3)cc2c1 (stereo not drawn)	5	80
CCn1nc(NC(=O)c2ccccn2)c2cc3cc(C)ccc3nc21	6	104
CCn1c(CNc2ccc(C)cc2C)nnc1SCC(=O)N1CCCc2ccccc21	7	98
O=C(CCCSc1nc2ccccc2[nH]1)NC1=NCCS1	12	.
COc1ccc(C(=O)N2CCN(c3ccc([N+](=O)[O-])cc3)CC2)cc1Br	-11	.
CC(Sc1nc2ccccc2c(=O)n1Cc1ccco1)C(=O)c1ccccc1 (stereo not drawn)	3	.
Cc1cccc2cc(COC(=O)c3ccccc3)c(=O)[nH]c12	-11	131
CCCCCc1c(C)nc(N2CCOCC2)[nH]c1=O	-1	115
Cc1ccn(S(=O)(=O)c2ccc(N3CCCC3=O)cc2)n1	0	.
O=[N+]([O-])c1ccc(C=NC23CN4CN(CN(C4)C2)C3)s1	4	.
CCCc1cc2c(=O)c(-c3cc4ccccc4o3)c(C)oc2cc1OC	.	66
CCCc1[nH]nc2c1C1(CCN(C(=O)OCc3ccccc3)CC1)C(C#N)=C(N)O2	-5	78
O=C(CCCN1C(=O)/C(=C\c2ccc(F)cc2)SC1=S)Nc1ccc(O)cc1	0	.
O=C1c2cccc3cccc(c23)C(=O)N1Cc1ccc2c(c1)OCO2	2	.
COc1cc(NS(=O)(=O)c2ccc(Br)s2)cc(OC)c1	-6	104
Cc1ccc(C(=O)Nc2ccccc2Oc2ccccc2)o1	10	.

3 structures already listed, ordered by formula weight, rising.
SMILES	HePTP inhibitor	BAP1 inh
COc1ccc(N/C=C(\C#N)c2nc3ccccc3n2C)c(OC)c1	5	57
CCC1CCCCN1C(=O)c1cc(-c2ccc(Cl)c(Cl)c2)on1 (stereo not drawn)	-2	83
COc1ccc(C2CC(=O)c3c(C)nc(N4CCN(Cc5ccccc5)CC4)nc3C2)cc1OC (stereo not drawn)	-4	83
